PMI act satM6P = PMI (human) activation, high substrate. coupled PMI enzyme assay, resazurin fluorescence, 20 min; active compounds read high; 1 = untreated enzyme, 0 = substrate-free blank. AID 1216. activation factor at 20 µM. P34949. actives 0.34% (n = 190,000);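 active means activation factor of 2 or more at 20 µM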
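Test system – human PMI in coupled enzyme assay · Timing – 20 min incubation at room temperature · Detection – Diaphorase-driven resazurin-to-resorufin fluorescence, excitation 544, emission 590 nm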
RAM inhibit = yeast RAM network inhibition. actives 1.8% (n = 190,000). AID 868. S. cerevisiae dse1pr::URA3 reporter, 5-FOA growth OD615, 2 d; analog-sensitive cbk1-as2 kinase mutant strain. inhibition, % at 50 µM;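 active means inhibition above a set limit, 3 SD over mean compound inhibition, cut at about 8.4% in these data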;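 further: 0% = DMSO-only wells with no growth and 100% = 10 µM 1-NA-PP1 full growth; inhibition rescues growth on 5-FOA so higher OD means more RAM inhibition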
Lmaj promast = Leishmania major promastigote growth inhibition; Leishmania major promastigotes, resazurin fluorescence viability; inhibition, % at 10 µM; actives 9% (n = 200,000); AID 1063; in the data active means inhibition above about 50%;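 further: promastigotes grown with compound for 44 hours at 28 °C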
PMI activator = activators of human phosphomannose isomerase | AID 1214 | activation factor at 20 µM | purified human PMI, coupled resazurin fluorescence, 20 min; active compounds read high; 1 = vehicle control, 0 substrate-free wells | P34949 | actives 0.005% (n = 190,000);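 active means activation factor of 2 or more at 20 µM, relative to plate controls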
Hsp70 act = Hsp70 transcriptional activation, primary screen; HeLa Hsp70 promoter luciferase reporter, luminescence; scaled: vehicle 0, proteasome-inhibitor control 100%; activation, % at 10 µM; actives 0.04% (n = 200,000); AID 1203;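 active means activation above the mean across all tested compounds plus 3 SD, cutoff set per campaign, cut at about 5.5% in these data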;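 further: 100% = MG132 at 30 µM as the positive control and 0% = DMSO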
S1P3 antag = blocks the human S1P3 receptor; actives 0.27% (n = 170,000); Q99500; CHO S1P3 NFAT-BLA reporter, FRET fluorescence, antagonist mode; inhibition, % at 4.98 µM; AID 485;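 active means inhibition above the plate cutoff, the mean inhibition of test wells on that plate plus 3 SD, cut at about 28% in these data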;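 further: cells challenged with S1P at its EC80 of 0.8 µM; blue over green emission ratio from cleaved BLA substrate after 4 h stimulation; 0% = S1P-stimulated wells and 100% = unstimulated DMSO-only wells; some compounds past the cut are filed as inactive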
Target sequence (Q99500 whole entry, looked up): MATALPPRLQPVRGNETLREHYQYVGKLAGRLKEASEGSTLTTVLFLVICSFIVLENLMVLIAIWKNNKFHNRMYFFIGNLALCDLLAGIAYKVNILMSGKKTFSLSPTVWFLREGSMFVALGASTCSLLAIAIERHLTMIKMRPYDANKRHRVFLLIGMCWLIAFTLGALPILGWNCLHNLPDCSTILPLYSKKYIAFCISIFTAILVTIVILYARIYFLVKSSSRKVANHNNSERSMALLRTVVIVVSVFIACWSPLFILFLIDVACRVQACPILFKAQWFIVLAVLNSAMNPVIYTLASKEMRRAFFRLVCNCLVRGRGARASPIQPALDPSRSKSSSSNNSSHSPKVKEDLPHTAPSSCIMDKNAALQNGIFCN
Redox H2O2 prof = compounds producing H2O2 with reducing agent – biochemical, NIH compound library profiling, artefact control for MLSCN library redox annotation, primary screen. DTT-dependent redox cycling H2O2, phenol red/HRP absorbance; 100% = 100 µM peroxide control, 0% = buffer. activation, % at 10 µM. actives 0.03% (n = 200,000);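 active means activation of at least 50% relative to the plate's high and low controls in the primary single-dose screen; inactive means activation below 50%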;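 further: compound incubated with DTT at 0.8 mM final as the reducing agent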
TNAP inh noacc = blocks human TNAP activity with no phosphate acceptor present | AID 1012 | inhibition, % at 20 µM | purified TNAP, CDP-star luminescence, 30 min | actives 0.26% (n = 200,000);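 active means tissue-nonspecific alkaline phosphatase inhibition above about 50% at 20 µM in the single-dose screen, limit read from the data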;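 further: 0% = DMSO negative control and 100% = EDTA positive control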
Target sequence (P05186 whole entry, looked up): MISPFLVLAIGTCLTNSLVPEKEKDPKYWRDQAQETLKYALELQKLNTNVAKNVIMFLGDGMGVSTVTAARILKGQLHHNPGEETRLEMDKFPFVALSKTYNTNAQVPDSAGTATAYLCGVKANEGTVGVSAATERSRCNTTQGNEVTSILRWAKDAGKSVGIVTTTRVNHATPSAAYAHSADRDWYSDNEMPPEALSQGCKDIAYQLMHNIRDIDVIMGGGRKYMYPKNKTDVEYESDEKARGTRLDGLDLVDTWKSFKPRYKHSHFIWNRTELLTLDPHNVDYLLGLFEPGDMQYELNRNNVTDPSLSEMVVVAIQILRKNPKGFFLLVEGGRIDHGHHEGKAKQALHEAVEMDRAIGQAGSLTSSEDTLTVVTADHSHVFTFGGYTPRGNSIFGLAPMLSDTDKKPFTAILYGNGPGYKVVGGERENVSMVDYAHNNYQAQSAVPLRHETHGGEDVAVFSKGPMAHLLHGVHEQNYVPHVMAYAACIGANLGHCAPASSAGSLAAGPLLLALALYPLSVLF
Efa HMGR inh = inhibitors of class II HMG-CoA reductase from Enterococcus faecalis | AID 1066 | purified E. faecalis HMGR, NADPH absorbance 340 nm kinetic | inhibition, % at 10 µM | actives 0.41% (n = 190,000);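 active means inhibition above a set limit, the median over all tested compounds plus 3 SD, cut at about 9.5% in these data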;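 further: enzyme runs in reverse so mevalonate oxidation gives rising NADPH absorbance; 0% = complete reaction with DMSO and 100% = background rate lacking mevalonate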
TNAP inh hi DEA = blocks human TNAP under high phosphate acceptor concentration. P05186. purified TNAP, CDP-star luminescence, 1 M DEA. inhibition, % at 20 µM. actives 0.03% (n = 200,000). AID 1135;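 active means over 50% inhibition of tissue-nonspecific alkaline phosphatase at 20 µM in the single-dose screen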;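 further: plate controls were DMSO wells for no effect and EDTA-quenched wells as full inhibition for full effect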
Active calls of the source: *; . = not tested or not shown. The order is random. Share with any hit: about 12%.

nr	SMILES	PMI act satM6P	RAM inhibit	Lmaj promast	PMI activator	Hsp70 act	S1P3 antag	Redox H2O2 prof	TNAP inh noacc	Efa HMGR inh	TNAP inh hi DEA
1	CN1N=C(C(F)(F)F)CC1=O	1	1.2	-6	1.1	-0.2	2	-0.6	0	2	0
2	O=C(NCc1nc(-c2ccccc2)no1)Nc1ccc(F)cc1	1	0.9	15	0.9	-0.6	23	0.2	-6	-6	-5
3	Cc1nn(C)cc1C(C(=O)NC1CCCCC1)N(Cc1ccc(F)cc1)C(=O)c1cnccn1 (stereo unspecified)	1.1	2.4	2	1.1	-0.3	-5	-1.0	-9	3	2
4	COc1ccc(OC2OC3COC(c4ccco4)OC3C(O)C2NC(C)=O)cc1 (stereo unspecified)	1.2	0.5	-1	1.1	-0.3	-4	-0.6	-18	-3	0
5	C[C@@H]1CN=C2N(CCNC(=O)CCC3CCCCC3)[C@H](Cc3ccc(O)cc3)CN21	1	2.6	1	0.1	-0.3	-6	0.7	-2	0	-4
6	C=C(C)C(C)(C#CCN1CCCC1)OC(C)=O (stereo unspecified)	0.9	0.1	-4	1	0.0	-6	-0.4	-11	-3	-8
7	O=C(Cc1ccc([N+](=O)[O-])cc1)N1N=C(C2CC2)CC1(O)C(F)(F)F (stereo unspecified)	0.8	0.4	-2	1	-0.1	-4	-0.8	-8	-3	-3
8	CCOc1ccccc1-c1nc(-c2ccc(NC(=O)c3ccc(Br)o3)cc2)no1	0.9	2.1	45	0.9	-0.1	14	3.5	-6	-2	2
9	Cc1nnc(SCc2nnc(-c3cccs3)o2)n1C1CCCCC1	1	2.9	-7	1	0.8	-8	-1.3	-17	-8	-5
10	CN(C1CCCCC1)S(=O)(=O)c1ccc2c(c1)c(=O)c(C(=O)NCCN1CCCC1)cn2C	1.1	0.6	-1	1.1	-0.2	-30	-0.7	14	3	-3
11	CCOC(=O)Cc1nnc2c(Nc3ccc(Cl)cc3)nc3nonc3n12	0.9	4.3	1	0.8	0.0	-28	1.6	-4	-4	-2
12	COc1cc(C)c(Cl)cc1S(=O)(=O)n1cnc2ccccc21	0.9	0.6	31	0.9	-0.1	.	0.2	-6	1	-6
13	COc1ccc(/C=N/Nc2snc(SC)c2C#N)cc1OC	1.3	3.0	16	1.2	0.1	.	2.1	-9	-4	1
14	CCn1cc(C(=O)NC2CC3CCC2C3)c(=O)c2ccc(C)nc21 (stereo unspecified)	1	.	.	1	.	9	.	-9	.	-6
15	O=C(COc1ccc(Cl)cc1Cl)OCn1nnc2ccccc2c1=O	1	0.7	-3	0.9	-0.4	.	0.1	-14	-10	1
16	CSc1cccc(NC(=O)CSc2nc3ccccc3o2)c1	0.8	7.6	-1	0.8	0.5	2	2.3	0	3	2
17	Cc1ccc2[nH]c(=O)c(CN3CCCCC3)c(-c3ccccc3)c2c1	0.8	2.0	7	0.9	-0.2	8	-1.1	6	-3	0
18	COC(=O)C(Cc1cnc(Cl)s1)(C(=O)OC)c1ccc([N+](=O)[O-])cc1	1	-0.5	14	1	0.2	.	0.6	-14	-1	-8
19	Cc1n[nH]c(C)c1S(=O)(=O)Nc1ccc2c(c1)OCCO2	1.1	2.2	-2	1.2	-0.4	-20	-3.2	12	-6	-2
20	NCCCCCc1nnc(SCc2ccc(Cl)cc2Cl)o1	1.1	0.4	100*	1.1	0.3	.	1.1	5	-4	-5
21	CCOC(=O)N1CCN(S(=O)(=O)c2ccc(C)c(C)c2)CC1	1	0.3	0	1	0.1	10	0.1	-1	-2	3
22	Cc1cccc(C)c1NC(=O)COC(=O)Cc1ccsc1	1	0.8	-7	1	-0.2	-6	-0.6	-6	-6	-1
23	c1ccc(-c2nc(NCc3ccco3)c3ccccc3n2)nc1	0.8	2.3	100*	0.9	-0.2	12	-0.8	-16	-5	-5
24	COc1ccc(NS(=O)(=O)c2ccc(N3CCCC3=O)cc2)cn1	1	0.1	-2	1	-0.2	-2	-0.1	-8	4	0
25	O=C(CNC(=S)N(Cc1ccccc1F)C1CCCCC1)NCC1CCCO1 (stereo unspecified)	1	0.5	2	1	-0.4	-4	-0.2	-4	2	2
26	CCOC(=O)C1(Cc2ccc(OC)cc2)CCN(C(=O)c2cncs2)CC1	0.9	-0.9	-3	0.9	0.1	-14	0.5	-2	2	-3
27	O=C(CSc1nnc(-c2ccco2)n1-c1ccccc1)N1CCc2ccccc21	.	.	6	.	0.1	-27	-3.9	.	.	.
28	O=C1CN(C(=O)CN2C(=O)NC3(CCCCC3)C2=O)c2ccccc2N1	1.1	-0.1	-5	1.1	0.0	-11	-0.3	-7	6	-3
29	CN(C)/C(Cn1cncn1)=C1/N=C(c2ccccc2)OC1=O	0.9	2.4	-7	0.9	0.3	-12	0.7	-8	-3	-2
30	CCOC(=O)CSC1=C(C#N)C(c2ccc(Cl)cc2)C(C(=O)OC)C(=O)N1 (stereo unspecified)	0.9	1.8	6	0.9	-0.3	16	-0.4	-7	1	2

Single records (already shown). Values in the order: PMI act satM6P | RAM inhibit | Lmaj promast | PMI activator | Hsp70 act | S1P3 antag | Redox H2O2 prof | TNAP inh noacc | Efa HMGR inh | TNAP inh hi DEA
CCOC(=O)C1(Cc2ccc(OC)cc2)CCN(C(=O)c2cncs2)CC1 as listed: 0.9 | -0.9 | -3 | 0.9 | 0.1 | -14 | 0.5 | -2 | 2 | -3
Cc1ccc2[nH]c(=O)c(CN3CCCCC3)c(-c3ccccc3)c2c1 as listed: 0.8 | 2.0 | 7 | 0.9 | -0.2 | 8 | -1.1 | 6 | -3 | 0

New compounds follow:
nr	SMILES	PMI act satM6P	RAM inhibit	Lmaj promast	PMI activator	Hsp70 act	S1P3 antag	Redox H2O2 prof	TNAP inh noacc	Efa HMGR inh	TNAP inh hi DEA
31	COc1cc(C(=O)NCc2nnc(SCC(=O)Nc3cc(C)on3)o2)cc(OC)c1OC	0.9	0.1	-10	1	-0.1	9	0.1	3	-2	1
32	CCOC(=O)C1CCN(C(=O)CCCCn2c(=O)[nH]c3ccccc3c2=O)CC1	1	0.2	-1	1	-0.3	-16	1.8	-9	-6	0
33	CCC1Oc2nc(SC)nnc2-c2ccccc2N1C(=O)c1ccccc1 (stereo unspecified)	1	1.4	0	1	-0.3	-14	2.3	-1	1	-2
34	COc1ccccc1Nc1ncc(C(=O)N2CCC(C(N)=O)CC2)c2ccccc12	1	0.4	-5	1	-0.3	.	-0.6	-4	1	1
35	COc1ccc(C)cc1NCc1cccc(OC)c1OC	0.9	0.0	10	0.9	0.1	-12	2.0	-30	-6	-7
36	CC(=O)Nc1c(NC(C)(C)C)c2ccccc2oc1=O	1	1.9	-6	1.1	-0.6	2	0.5	-4	-5	-2
37	CC(C)CNC(=S)N1CCN(Cc2ccc3c(c2)OCO3)CC1	0.9	2.2	37	0.8	-0.4	-12	11	-8	-2	-1
38	O=C1c2ccccc2NC(c2ccccn2)N1c1ccccc1F (stereo unspecified)	1	-0.8	-3	1.1	0.0	.	2.2	-12	-9	-2
39	CCCCCCC(=O)OCC(=O)c1ccc2c(c1)NC(=O)CO2	1.1	3.8	-17	1.2	-0.3	-6	-1.7	-2	-2	-5
40	O=C(NCc1ccccn1)c1cc(-c2ccccc2)nc2ccccc12	1	0.1	-5	0.9	-0.2	4	0.0	-29	-5	0
41	COC(=O)COc1ccc(NC(=O)C2CCCO2)cc1 (stereo unspecified)	0.9	2.5	-3	0.9	0.1	-11	0.5	-7	-2	-3
42	CCCn1c(CC)nc([N+](=O)[O-])c1Sc1ccc(C)cc1	0.9	1.9	32	0.8	-0.3	.	1.2	-1	1	3
43	CCN(CC)S(=O)(=O)c1cc(C(=O)OCC(=O)c2ccc3c(c2)NC(=O)CO3)ccc1Cl	0.9	5.0	-2	0.9	-0.5	.	0.5	-6	0	0
44	CCn1c(CNc2ccc(Cl)cc2)nnc1SCC#N	.	0.2	-3	.	-0.5	9	0.1	-15	4	-2
45	CC1CN(S(=O)(=O)c2ccccc2)CC(C)O1 (stereo unspecified)	1.1	0.1	0	1	0.6	14	-0.3	-4	-2	2
46	Cc1cc(C)c(C)c(S(=O)(=O)N2CCN(Cc3nc4ccccc4[nH]3)CC2)c1C	1.1	1.2	10	1	-0.2	.	-4.3	-21	-3	-4
47	CC(C)(C)NC(=O)CSc1nc2[nH]ncc2c(=O)[nH]1	1.1	0.0	-10	1	-0.3	1	-0.2	-6	-2	-1
48	COc1ccc(C)cc1S(=O)(=O)N1CCCCC1	1.1	0.7	-2	1.1	0.3	-5	0.1	-6	0	4
49	Cc1ccc2c(c1)cc(CN(C(=O)N1CCOCC1)C1CCCC1)c1nnnn12	0.9	0.6	15	0.9	-0.1	-16	0.7	-5	0	-2
50	O=C(Nc1ccccc1)Nc1cccc(C(F)(F)F)c1	1	1.6	-4	1.1	0.0	8	-0.6	-9	3	-2
51	Clc1ncc(CN2CCN(c3ccccc3)CC2)s1	1	-0.4	7	1.1	0.0	-16	-0.1	-9	-3	3
52	Cc1cc([N+](=O)[O-])c(C)cc1-c1ccc(/C=N/NC(=O)c2cccnc2)o1	0.5	3.4	100*	0.9	-0.1	-5	-1.5	-22	4	0
53	CCc1ccc(NC(=S)Nc2cccc(OC)c2)cc1	0.9	3.1	0	0.9	0.0	.	-0.4	-2	-3	-1
54	CCc1ccc(NC(=O)Nc2cccs2)cc1	1.2	2.5	3	1.1	0.1	36	1.2	-26	-7	-4
55	CC(C)NC(=O)CSc1nc2ccccc2c(=O)n1CCCOC(C)C	1.1	1.0	0	1	-0.5	14	-0.3	-13	-4	-7
56	N#Cc1cccc(C(c2nnnn2C2CCCC2)N2CCC(Cc3ccccc3)CC2)c1 (stereo unspecified)	0.9	3.4	65*	0.9	0.3	.	1.3	-8	-4	-6
57	CCc1cccc(CC)c1NC(=O)CCCSc1nc2ccccc2s1	0.9	7.8	5	0.8	-0.2	7	0.6	-4	-8	-4
58	N#C/C(=C(/O)CN1CCOCC1)c1nc2ccccc2s1	1	0.2	-5	0.9	0.1	-9	1.4	-2	3	1
59	O=C(CNC(=O)/C(=C\c1ccccc1)NC(=O)c1ccc(Br)cc1)OCc1ccccc1	0.9	3.7	0	0.9	-0.1	.	0.3	-1	-6	2
60	CC12CCC(C(=O)NCc3ccccc3Cl)(CC1=O)C2(C)C (stereo unspecified)	0.9	0.4	-1	0.9	1.6	2	-0.7	-9	-3	0
61	CCCNCC1C(Oc2ccc(Cl)cc2Cl)C(=O)N1c1cccc(C)c1C (stereo unspecified)	1	-0.5	72*	1.1	-0.2	11	-0.8	-21	-2	-4
62	CC(=O)Nc1ccc(S(=O)(=O)Nc2ccccn2)cc1	1	0.0	-7	1	-0.5	-1	0.1	-10	-3	-6
63	Cc1cccc(-n2nnc(C(=O)NCc3ccccc3Cl)c2N)c1	0.9	4.2	5	0.9	0.1	2	0.0	-10	-2	-2
64	Cc1ccc2occ(C(=O)c3ccco3)c(=O)c2c1	0.9	0.8	17	0.9	-0.4	-13	-0.1	-1	-1	-2
65	CC(CCc1ccccc1)NC(=O)CSc1ccccc1 (stereo unspecified)	1	1.6	52*	1	-0.2	-9	-1.0	-1	-2	-3
66	COc1cccc(-c2nn(-c3ccccc3)cc2/C=C(\C#N)C(=O)NCCCn2ccnc2)c1	1	-0.7	100*	1	-0.1	7	0.1	-5	-5	1

Assay outcomes as filed in PubChem.
